LGR2 antag: blocks bursicon-induced cAMP signaling via Drosophila LGR2; inhibition, % at 9.99 µM; HEK293 LGR2, CRE-luciferase, bursicon-stimulated, 4 h; AID 720647; 380,000 tested, 0.35% active;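 active means drop in luminescence signal, shown as inhibition above about 50% in the replicate tests, limit read from the data, passing the limit was not always enough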;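 further: agonist challenge used bursicon conditioned medium at about half maximal strength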
INS-1E GSIS act: primary screen for activators of insulin secretion dependent on glucose, INS-1E cells, GLuc reporter luminescence; INS-1E GLuc reporter insulin secretion, 2-3 h; activation, % at 16.6 µM; 370,000 tested, 0.61% active;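 active means lowest replicate activation of at least 40%, so every replicate reaches that level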;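 further: 0% = median of neutral control wells and 100% = median of IBMX positive control wells; some compounds called inactive have numbers as strong as hits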
PAX8 inh HTS: inhibitors of PAX8 transcriptional activity in RMG-I cells; AID 652154; inhibition, % at 12.6 µM; RMG-I TPO-luciferase reporter, SteadyGlo, 24 h; 360,000 tested, 1.2% active;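 active means mean replicate inhibition at least 60% with every replicate also reaching 60%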;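 further: luciferase light reporting Pax8 driven TPO promoter activity; plate controls were median of neutral control wells for no effect and mitoxantrone controls for full effect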
Statin myotox sup: suppression of simvastatin myotoxicity; C2C12 myotubes + simvastatin, ATP luminescence, 48 h; scaled: DMSO 0, geranylgeraniol control 100; rescue of ATP level, % at 7.49 µM; 330,000 tested, 0.78% active;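 active means mean ATP rescue above about 67%, or every replicate alone reaching that limit, limit read from the data, passing the limit was not always enough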;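 further: myotubes were challenged with 10 µM simvastatin during compound exposure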
PGC1a acetyl inh: lowers PGC1a acetylation signal in U2OS cells; AlphaScreen anti-acetyl-lysine; with virally co-expressed GCN5 acetyltransferase; inhibition, % at 15.6 µM; 350,000 tested, 0.17% active;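 active means every replicate shows inhibition of at least 40%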;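 further: 0% = neutral control wells and 100% = positive control wells; some results beyond the cut were filed as inactive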
Cneo AK release: causes C. neoformans cell lysis; lysis activity, % at 15 µM; adenylate kinase release luminescence, 4 h; normalised: neutral wells 0, clomiphene wells 100; 360,000 tested, 0.2% active;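 active means mean lysis activity across replicates of at least 80%, whatever share of replicates individually reach that level; inactive means mean lysis activity below 80%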
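Test system: log-phase Cryptococcus neoformans yeast cells. Input: 5 × 10^6 yeast cells/mL. Medium: fresh YPD growth medium. Doses: single dose. Incubation: static 4 h at 37 °C with compound, 1 h detection. Measured by: luminescent adenylate kinase detection reagent. Read-out: signal increase indicating cell lysis. Benchmarks: Clomiphene.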
PglD inh: inhibitors of Campylobacter jejuni PglD acetyltransferase; 360,000 tested, 0.098% active; inhibition, % at 12.5 µM; purified PglD enzyme, DTNB colorimetric CoA detection; AID 602405; in the data active means inhibition above about 16%, passing the limit was not always enough; further: strong numbers were not always called active
ARNT TACC3 PPI: disrupts binding between human ARNT and TACC3 | AlphaScreen His-ARNT PAS-B/GST-TACC3 binding, luminescence; TACC3 fragment carries E629A point mutation | AID 623870 | inhibition, % at 9.99 µM | Q9Y6A5 | 390,000 tested, 0.66% active;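 active means mean inhibition of replicates at least 50% and at least half of replicates each reaching 50%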;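 further: 0% = complete ARNT plus TACC3 wells and 100% = ARNT alone without TACC3; many hits fall short of the cut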
Active calls of the source: *; nt = not tested or not shown; & = joins results of further samples.

SMILES | LGR2 antag | INS-1E GSIS act | PAX8 inh HTS | Statin myotox sup | PGC1a acetyl inh | Cneo AK release | PglD inh | ARNT TACC3 PPI
COc1ccc(S(=O)(=O)N(C)C[C@@H]2Oc3ccc(NS(=O)(=O)c4ccc(Cl)cc4)cc3C(=O)N([C@H](C)CO)C[C@H]2C)cc1 | -5 | -4 | nt | 17 | -13 | nt | nt | nt
O=C(C1CC1)N1CCCCN2[C@H](CO)[C@@H](c3ccc(C#CC4CCCC4)cc3)[C@H]2C1 | -4 | -25 | -10 | 29 | 4 | 2 | 3 | nt
O=C(Cc1ccc([N+](=O)[O-])cc1)OCc1ccc([N+](=O)[O-])cc1 | 2 | -7 | -6 | -4 | 22 | nt | nt | 2
CC(C)Oc1ccc(F)cc1-c1cc(C(=O)NCc2cccs2)[nH]n1 | -5 | -8 | 5 | -5 | 3 | -2 | -4 | nt
CN1c2ccc(-c3cccc(F)c3)cc2[C@@H]2[C@@H](CCN2C(=O)c2ccccc2F)[C@@H]1CO | 22 | 4 | 19 | -2 | 4 | -8 | 6 | -1
Cc1csc2cc(-c3cccc([N+](=O)[O-])c3)c(-c3cccc([N+](=O)[O-])c3)c[n+]12 | 7 | 17 | -14 | nt | nt | nt | nt | 1
O=C(C[C@@H]1CC[C@H](NC(=O)Nc2ccc(F)cc2)[C@H](CO)O1)NCc1cccc(F)c1 | 17 | -13 | nt | -6 | 8 | -3 | -3 | -3
C[C@H](CO)N1C[C@H](C)[C@H](CN(C)C(=O)NC2CCCCC2)Oc2ccc(NC(=O)NC3CCCCC3)cc2CC1=O | 2 | 7 | nt | 5 | -9 | 0 | 2 | -16
O=C(C[C@H]1CC[C@@H]2[C@H](COC[C@H](O)CN2S(=O)(=O)c2cccc(Cl)c2)O1)N1CCCCC1 | -2 | 13 | 16 | 13 | -1 | -1 | -5 | -5
CCc1cc2c(=O)c(-c3nc4ccccc4n3C)coc2c(CN2CCCCC2C)c1O (stereo not drawn) | -5 | -11 | -3 | -2 | 3 | 0 | 5 | 5
CC(NC(=O)COC(=O)c1cc(Cl)ccc1O)C1CC2CCC1C2 (stereo not drawn) | 30 | -5 | -1 | -2 | nt | 0 | 5 | -2
CC(C)Oc1cc2ccccc2cc1CNC[C@H]1O[C@@H](n2cnc3c(N)ncnc32)[C@H](O)[C@@H]1O | 3 | 5 | -4 | -7 | 2 | 0 | -1 | 6
COc1cc(NC(=O)COc2cc3oc(=O)cc(C)c3cc2Cl)cc(OC)c1OC | -6 | 5 | -1 | -20 | nt | 4 | 0 | -21
CCOc1ccc(CCNC(=O)c2ccc3c(=O)[nH]c4c(C(=O)NC(C)C)sc(=S)n4c3c2)cc1 | 13 | -2 | -25 | 6 | nt | -1 | -5 | 5
Cc1ccnc(NS(=O)(=O)c2cccc([N+](=O)[O-])c2)c1 | 19 | 6 | -7 | -2 | 1 | -2 | 2 | -6
COc1ccc(C(C(=O)NC2CCCC2)N(C(=O)c2ccco2)c2cccc(C(C)=O)c2)cc1OC (stereo not drawn) | -9 | 13 | 4 | 8 | nt | 2 | -1 | -4
Cc1ccccc1OCC(=O)N/N=C/c1ccco1 | nt | nt | -7 | 6 | 0 | 0 | -2 | 0
O=C(Nc1ccccc1O)c1ccc2c(c1)C(=O)N(N1C(=O)c3ccccc3C1=O)C2=O | 8 | -9 | 16 | 1 | -4 | 0 | 1 | 14
O=C(C[C@@H]1C=C[C@H](NC(=O)c2cccc(F)c2)[C@@H](CO)O1)NCCN1CCCC1 | 9 | -2 | -1 | -1 | 1 | -2 | 3 | -5
C[C@]1(C(=O)NCc2cc(F)cc(C(F)(F)F)c2)C=C[C@@H](Cc2ccccc2)N1C(=O)c1ccccc1 | 14 | -20 | 18 | 5 | nt | 5 | -4 | -4
NC(=O)CC(NC(=O)c1ccccc1)c1ccc(N2CCc3ccccc3C2)c([N+](=O)[O-])c1 (stereo not drawn) | 2 | -17 | 1 | -6 | 2 | -4 | 5 | -8
Cc1ccc(S(=O)(=O)n2cnc3cc([N+](=O)[O-])ccc32)c(C)c1 | 11 | -4 | 11 | nt | nt | nt | nt | -19
CCOC(=O)CNS(=O)(=O)c1cc(-c2n[nH]c(=O)c3ccccc23)ccc1C | -3 | 3 | 2 | nt | nt | 1 | 6 | nt
Cc1nnc(SC(C)C(=O)Nc2ccc3c(c2)OCCO3)s1 (stereo not drawn) | 0 | 13 | nt | -11 | -7 | 0 | -5 | -34
O=C(NCc1ccccc1C(F)(F)F)C1CC(c2cc(C(F)(F)F)cc(C(F)(F)F)c2)=NO1 (stereo not drawn) | 13 | -34 | 9 | 13 | nt | 7 | -6 | 0
Cc1nc2sc3c(c2c(=N)n1N)CC(C)(C)OC3 | -2 | 10 | nt | -4 | 2 | -1 | 0 | 0
COc1ccccc1-n1c(=S)[nH]c2c(sc(=S)n2-c2ccccc2C)c1=O | 4 | 12 | -11 | nt | 0 | nt | nt | 16
COCCNC(=S)N1CCN(S(C)(=O)=O)CC1 | -30 | 6 | -1 | nt | 1 | nt | nt | 2
C[C@@H]1CCCCO[C@H](CN(C)Cc2ccc(C(=O)O)cc2)[C@H](C)CN([C@H](C)CO)C(=O)c2cc(NC(=O)c3ccncc3)ccc2O1 | 2 | 11 | 8 | nt | -6 | -2 | 1 | -15
O=C1COc2ccc(C(=O)c3ccccc3C(=O)NCc3ccco3)cc2N1 | nt | nt | nt | -5 | -7 | 2 | 1 | nt

Part of the list above in order of molar mass, falling.
SMILES | LGR2 antag | INS-1E GSIS act | PAX8 inh HTS | Statin myotox sup | PGC1a acetyl inh | Cneo AK release | PglD inh | ARNT TACC3 PPI
C[C@@H]1CCCCO[C@H](CN(C)Cc2ccc(C(=O)O)cc2)[C@H](C)CN([C@H](C)CO)C(=O)c2cc(NC(=O)c3ccncc3)ccc2O1 | 2 | 11 | 8 | nt | -6 | -2 | 1 | -15
COc1ccc(C(C(=O)NC2CCCC2)N(C(=O)c2ccco2)c2cccc(C(C)=O)c2)cc1OC (stereo not drawn) | -9 | 13 | 4 | 8 | nt | 2 | -1 | -4
O=C(Nc1ccccc1O)c1ccc2c(c1)C(=O)N(N1C(=O)c3ccccc3C1=O)C2=O | 8 | -9 | 16 | 1 | -4 | 0 | 1 | 14

The results go on.
SMILES | LGR2 antag | INS-1E GSIS act | PAX8 inh HTS | Statin myotox sup | PGC1a acetyl inh | Cneo AK release | PglD inh | ARNT TACC3 PPI
COC(=O)CCSc1cc([N+](=O)[O-])cc2c1c(C1OCCS1)nn2-c1ccccc1 (stereo not drawn) | nt | nt | nt | 41 | -1 | 0 | -7 | -3
CC(=O)c1cccc(-c2cnc3c(NC=O)cc(-c4ccccc4F)cn23)c1 | -30 | 2 | 11 | 16 | 9 | 2 | 25* | nt
O=C(c1ccc(F)cc1)N1CCCC(C(=O)N2CCN(c3ccccc3)CC2)C1 (stereo not drawn) | -16 | 3 | 3 | 6 | 7 | nt | nt | -2
O=C(c1ccc(Cl)cc1)N1CCCOC1 | nt | 5 | -7 | -1 | -18 | -2 | nt | 1
Cc1cc(SCC(=O)N/N=C/c2ccc(O)c(O)c2)nc2ccccc12 | 3 | -8 | 11 | -15 | -2 | -2 | 3 | 10
Cc1ccc(-c2cc(C(=O)N/N=C/C=C/c3ccccc3)n[nH]2)s1 | -12 | 5 | 15 | 2 | 0 | -1 | -2 | -4
COc1cc(C(=O)O)cc(NC(=O)c2ccco2)c1OC | 9 | 8 | 5 | nt | -9 | nt | nt | -7
CC(C)N(CCNC(=O)COc1ccc2oc3c(c2c1)CCCC3)C(C)C | 10 | 5 | 0 | -8 | 0 | 0 | 4 | 3
CCOC(=O)N1CCN(CCC(=O)Nc2ccc(C)cc2)CC1 | nt | nt | nt | -8 | 7 | -1 | -2 | 4
CCC(=O)N(C)C[C@@H]1Oc2ncc(C#Cc3ccccc3OC)cc2C(=O)N([C@@H](C)CO)C[C@H]1C | 9 | 6 | 0 | 20 | -5 | 2 | -1 | -1
CC(C)N1C(=O)CN(C2CCCCCC2)C(=O)C1c1ccccc1F (stereo not drawn) | -31 | 12 | nt | 2 | 0 | 2 | -6 | -9
O=C(COc1ccccc1)Nc1ccncc1 | -10 | 0 | 8 | nt | nt | nt | nt | 0
O=C(COC(=O)CNC(=O)c1ccc(Cl)cc1)Nc1ccc(Cl)cc1C(F)(F)F | -6 | -30 | 2 | nt | nt | -2 | -1 | nt
C#CCNC(=O)C1=C[C@@H](c2coc3ccccc3c2=O)C[C@@H](OCCCCO)O1 | -13 | 7 | 11&10 | -4 | 10&6 | -3&1 | 0 | -4
CCSc1nnc(Nc2ccc(C)cc2)s1 | -53 | 9 | nt | -3 | 3 | -3 | 7 | -6
COCC(=O)N(C)C[C@H]1Oc2ncc(-c3ccccc3OC)cc2C(=O)N([C@H](C)CO)C[C@@H]1C | -31 | 8 | nt | 4 | 11 | 0 | -1 | nt
CC(C)c1ccccc1NC(=O)CN1C(=O)c2ccccc2C1=O | -3 | -5 | 15 | 2 | -6 | 2 | 1 | -5
CC(C)NC(=O)N1[C@H](CO)[C@@H](c2ccccc2)[C@@H]1CNC(=O)CN(C)C | 13 | -3 | -5 | -8 | 2 | 0 | 1 | -8
CN(C)C(=O)C[C@@H]1CC[C@@H](NS(=O)(=O)c2ccccc2)[C@@H](CO)O1 | 4 | 2 | 1 | -16 | -13 | -26 | -2 | -10
C[C@@H]1CN([C@H](C)CO)C(=O)Cc2cc(NC(=O)c3ccncc3)ccc2O[C@@H]1CN(C)Cc1ccc(C(F)(F)F)cc1 | 1 | -5 | 2 | -16 | 1 | -2 | 2 | -7
O=C(Cc1ccc(F)cc1)Nc1nnc(-c2ccc(F)cc2)o1 | 18 | 22 | -14 | 6 | nt | 0 | -2 | 0
Cc1cc(-c2ccc(C(C)C)c(S(=O)(=O)N3CC(=O)Nc4ccccc43)c2)on1 | 2 | 2 | 7 | 5 | 3 | -4 | 2 | 11
COc1ccc(NC(=O)c2nc(C)c(C3(C)CC(c4cccnc4)=NO3)s2)cc1 (stereo not drawn) | 6 | 1 | 26 | -10 | nt | -5 | -1 | -2
Cc1ccc(C)c(OCC(=O)N(Cc2nnc(-c3ccccc3Cl)o2)C2CC2)c1 | -14 | -43 | 22 | 3 | nt | 0 | 5 | -4

Reformatted: entries from further up.
molecule	LGR2 antag	INS-1E GSIS act	PAX8 inh HTS	Statin myotox sup	PGC1a acetyl inh	Cneo AK release	PglD inh	ARNT TACC3 PPI
Cc1ccc(C)c(OCC(=O)N(Cc2nnc(-c3ccccc3Cl)o2)C2CC2)c1	-14	-43	22	3	nt	0	5	-4
COCC(=O)N(C)C[C@H]1Oc2ncc(-c3ccccc3OC)cc2C(=O)N([C@H](C)CO)C[C@@H]1C	-31	8	nt	4	11	0	-1	nt

Three records picked at random from the list so far, as already listed:
SMILES | LGR2 antag | INS-1E GSIS act | PAX8 inh HTS | Statin myotox sup | PGC1a acetyl inh | Cneo AK release | PglD inh | ARNT TACC3 PPI
COCCNC(=S)N1CCN(S(C)(=O)=O)CC1 | -30 | 6 | -1 | nt | 1 | nt | nt | 2
O=C(Cc1ccc(F)cc1)Nc1nnc(-c2ccc(F)cc2)o1 | 18 | 22 | -14 | 6 | nt | 0 | -2 | 0
C[C@@H]1CCCCO[C@H](CN(C)Cc2ccc(C(=O)O)cc2)[C@H](C)CN([C@H](C)CO)C(=O)c2cc(NC(=O)c3ccncc3)ccc2O1 | 2 | 11 | 8 | nt | -6 | -2 | 1 | -15
